# PI4K2A block: blocks human PI4K2A kinase activity; purified PI4K2A, ADP-Glo luminescence, 1 h; stronger effect = lower value; Q9BTU6; activity change, negative = inhibition, % at 76.9 µM; 420,000 compounds, 0.13% hits; in the data active means activity change below about -50%; inconclusive means mostly about -30% to -49%;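 further: -100% = wells without enzyme as full effect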
# Target sequence (Q9BTU6 whole entry, looked up): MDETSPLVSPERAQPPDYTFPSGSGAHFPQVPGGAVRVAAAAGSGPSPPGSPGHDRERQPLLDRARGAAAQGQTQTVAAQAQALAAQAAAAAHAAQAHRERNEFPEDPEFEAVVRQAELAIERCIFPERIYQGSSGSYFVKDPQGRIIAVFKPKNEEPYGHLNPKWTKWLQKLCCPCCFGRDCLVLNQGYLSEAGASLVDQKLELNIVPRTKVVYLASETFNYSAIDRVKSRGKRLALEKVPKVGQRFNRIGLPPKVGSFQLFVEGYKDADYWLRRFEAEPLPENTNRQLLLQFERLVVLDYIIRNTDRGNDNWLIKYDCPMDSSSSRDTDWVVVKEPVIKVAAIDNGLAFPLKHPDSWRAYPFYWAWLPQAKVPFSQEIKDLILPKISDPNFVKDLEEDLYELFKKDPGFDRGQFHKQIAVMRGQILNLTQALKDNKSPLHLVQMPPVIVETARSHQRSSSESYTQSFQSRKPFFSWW
#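 PI4K2A activity was measured by ADP-Glo luminescence: enzyme (4 ug/mL stock) and phosphatidylinositol (1.2 mM stock) in Tris pH 7.5/MgCl2/EGTA/Triton X-100 buffer were reacted with ATP (300 microM stock) for one hour at ambient temperature.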
# TrxR1 substrate: substrates of rat thioredoxin reductase 1; 390,000 compounds, 0.01% hits; Potency, µM (highest dose often 114 µM), without a hit: at the highest dose activity change, negative = substrate turnover; purified TrxR1 substrate turnover, NADPH consumption readout; O89049; further: potency means the concentration at half of the fitted maximal effect; on the % scale 0 is the no-effect control and ±100 the full control effect; nearly all actives have a fitted effect of over 50% in size
#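 Rat TrxR1, dispensed at 90 nM, was prereduced with 400 uM NADPH (final) for 5 min at ~22 deg C, then incubated with compound 15 min before 400 uM selenite. A first-read NADPH fluorescence drop versus no-compound background flagged substrates.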
# IDH1 R132H inh: inhibitors of human mutant IDH1 R132H; O75874; IDH1-R132H enzyme, NADPH consumption, diaphorase/resazurin fluorescence; Potency, µM (series often up to 76.6 µM), inactives show top-dose activity change, negative = inhibition, usual class: inhibitors; 390,000 compounds, 0.093% hits; AID 602179; further: potency means the concentration at half of the fitted maximal effect; on the % scale 0 is the no-effect control and ±100 the full control effect; nearly all actives have a fitted effect of over 65% in size
# Target sequence (O75874 whole entry R132H, stated change not applied): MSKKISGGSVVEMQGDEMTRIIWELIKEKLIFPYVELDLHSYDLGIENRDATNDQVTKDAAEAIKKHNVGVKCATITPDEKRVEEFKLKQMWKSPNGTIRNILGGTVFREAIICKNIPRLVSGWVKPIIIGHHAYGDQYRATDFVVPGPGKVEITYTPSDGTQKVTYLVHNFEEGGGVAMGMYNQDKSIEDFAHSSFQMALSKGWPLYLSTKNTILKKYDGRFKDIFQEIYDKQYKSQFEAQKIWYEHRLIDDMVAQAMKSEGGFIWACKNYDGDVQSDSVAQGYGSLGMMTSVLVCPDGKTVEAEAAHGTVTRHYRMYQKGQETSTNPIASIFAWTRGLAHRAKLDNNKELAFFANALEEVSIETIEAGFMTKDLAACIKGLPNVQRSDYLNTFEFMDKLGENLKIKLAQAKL
#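 IDH1-R132H (0.5 ug/mL dispensed) in pH 7.5 Tris buffer was preincubated 30 min with compound, then given a substrate mix of 0.016 mM NADPH and 2 mM alpha-KG for 80 min at room temperature; remaining NADPH was read by diaphorase/resazurin fluorescence.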
# USP1 inh: blocks the human USP1/UAF1 deubiquitinase complex; Potency, µM (top dose mostly 57.1 µM), for inactives: at the top dose activity change, negative = inhibition, usual class: inhibitors; 390,000 compounds, 0.23% hits; AID 743255; recombinant USP1/UAF1, Ub-Rhodamine cleavage fluorescence; further: potency means the concentration at half of the fitted maximal effect; on the % scale 0 is the no-effect control and ±100 the full control effect; nearly all actives have a fitted effect of over 60% in size; inactives centre near -12
#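 USP1/UAF1 complex at 1 nM was preincubated with compound for 15 min at room temperature, then Ub-Rho substrate (150nM final) was added. Fluorescence (480/540 nm) was read kinetically, 6 reads every 60 seconds.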
# rTrxR1 inhibitor: inhibitors of rat thioredoxin reductase 1; recombinant rTrxR1, NADPH fluorescence consumption, selenite substrate; Potency, µM (top dose mostly 114 µM), for the others: at the top dose activity change, negative = inhibition, most hits filed as inhibitors; 390,000 compounds, 1% hits; AID 588453; further: potency means the concentration at half of the fitted maximal effect; on the % scale 0 is the no-effect control and ±100 the full control effect; nearly all actives have a fitted effect of over 65% in size
#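 Rat TrxR1 (90 nM in the dispensed reagent) was pre-reduced with 400 uM NADPH for 5 min at room temperature, then incubated with compound for 15 min. After 400 uM selenite was added, NADPH fluorescence (Ex 340/Em 450 nm) was followed for 8 min.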
# HP1b binding inh: inhibitors of HP1-beta chromodomain binding to methylated histone tails. AID 540317. P83916. Potency, µM (titrated, usually from 114 µM), for inactives: at the top dose activity change, negative = inhibition, actives largely listed as inhibitors. AlphaScreen HP1-beta / biotin-H3K9me3 peptide binding. 390,000 compounds, 0.56% hits; further: potency means the concentration at half of the fitted maximal effect; nearly all actives have a fitted effect of over 70% in size; inactives centre near 23
#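 Compound inhibition of the preformed complex between 50 nM HP1-beta and 50 nM biotinylated H3K9me3 peptide was read by AlphaScreen. Buffer was PBS pH 7.4 with 0.01% Tween-20. Incubations ran 30 min at room temperature, with 10 ug/mL donor/acceptor beads.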
# Pin1 inh: inhibitors of human Pin1. Q13526. Pin1 FP peptide displacement, HiFluor488, 10 min. Potency, µM (series often up to 115 µM), for inactives: at the highest dose activity, negative = inhibition, most hits filed as inhibitors. 390,000 compounds, 0.009% hits. AID 504891; active means well fitted inhibition curve with a large enough effect in the polarisation, with a control signal flat, not every such curve was filed as active; inconclusive means small, poorly fitted or top-dose-only effect, or effect the other way, or a change in a side signal; inactive means no such curve, though single readings can be large or run the other way; the % refers to the polarisation; further: potency means the concentration at half of the fitted maximal effect; on the % scale 0 is the no-effect control and ±100 the full control effect
# Target sequence (Q13526 whole entry, looked up): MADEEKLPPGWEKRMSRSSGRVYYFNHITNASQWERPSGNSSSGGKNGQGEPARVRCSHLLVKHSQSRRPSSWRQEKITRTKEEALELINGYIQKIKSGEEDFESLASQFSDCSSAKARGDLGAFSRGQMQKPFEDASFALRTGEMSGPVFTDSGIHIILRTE
# GLS inh: inhibitors of human glutaminase (GLS) | GLS enzymatic activity, qHTS titration | Potency, µM (titrated, usually from 45.5 µM), without a hit: at the top dose activity change, negative = inhibition, hits mostly inhibitors | 410,000 compounds, 0.21% hits | AID 624170; further: potency means the concentration at half of the fitted maximal effect; on the % scale 0 is the no-effect control and ±100 the full control effect
#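 hKGA in 45 mM KH2PO4 pH 8.2, 0.02% Tween-20 with pin-transferred compounds; 1 mM L-glutamine (stock) plus glutamate oxidase/HRP/Amplex Red coupling added. Fluorescence read initially and after 30 min at RT.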
# PGK inhibitor: T. brucei PGK inhibition. PGK/GAPDH coupled, Kinase-Glo luminescence, 60 min. AID 602233. 380,000 compounds, 0.043% hits. Potency, µM (doses to about 57.5 µM), inactives show at the top dose activity change, negative = inhibition, usual class: inhibitors; further: potency means the concentration at half of the fitted maximal effect; on the % scale 0 is the no-effect control and ±100 the full control effect; nearly all actives have a fitted effect of over 60% in size
#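 Recombinant glycosomal PGK reaction used 1,3-bisphosphoglycerate generated in-well by GAPDH (100nM final) in 100mM TEA pH 7.6, 5mM MgCl2, 0.01% Tween-20. After 60 minutes at room temperature, ATP was read by Kinase-Glo Plus luminescence end-point.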
# The depositor's hits bear a star; i = inactive; u = inconclusive; x = no result given; & = joins results of further samples; [ ] = remark or other dose. Unless noted, the call rests on the fitted dose curve; in most records, active means well fitted curve in the direction sought with a large enough effect; inconclusive means small, poorly fitted or top-dose-only effect, or another doubt; inactive means no such curve, though single readings can be large; an effect the other way counts as inactive or inconclusive.
SMILES	TrxR1 substrate	Pin1 inh	IDH1 R132H inh	HP1b binding inh	PGK inhibitor	GLS inh	PI4K2A block	rTrxR1 inhibitor	USP1 inh
COc1ccc(/C(=N\Nc2ccccc2C(=O)O)c2ccccc2)cc1	-18.5%	u	2.7%	-2.9%	-6.5%	-10.9%	-1.8	-11.5%	-6.7%
CCOc1ccccc1-n1c(SCC(N)=O)nnc1-c1cccnc1	-22.8%[57.1 µM]	-1.9%	9.7%	28.9%	-7.0%	-0.3%	6.0	2.2%[57.1 µM]	-13.7%
CC(=O)Nc1ccc(N=Cc2nc(-c3ccc(C)cc3)oc2O)cc1	-2.4%[57.1 µM]	u	-1.8%	41.0%[activator]	-5.8%	-6.2%	5.1	8.1%[57.1 µM]	8.7%
CCCCNC(=O)c1onc(CSc2ccc(F)c(F)c2)c1C(=O)O	7.4%[57.1 µM]	-2.0%	0.0%	28.0%	5.2%	1.1%	-2.3	23.3%[57.1 µM]	-28.2%
CC(C)(C)NC(=O)C(=O)N/N=C/c1ccc(Br)cc1	-4.5%	-10.8%	4.9%	38.7%	-1.1%	2.0%	3.4	7.2%	-8.7%
Cn1nc(-c2ccccc2)c(-c2nc(-c3cccc(Cl)c3)no2)c1Cl	-1.9%	18.2%	4.6%	62.3%[activator]	-2.5%	0.3%	1.8	5.5%	-19.0%
COc1ccc(NC(=O)c2ccccc2NC(=O)C2CC=CCC2C(=O)O)cc1 (stereo unspecified)	11.8%	-11.6%	8.9%	47.3%[activator]	-7.2%	1.3%	-5.4	14.4%	-13.3%
O=C(NC1CCCCC1)C1CCC(CNS(=O)(=O)c2ccccc2)CC1 (stereo unspecified)	-5.9%	0.4%	-10.5%	19.1%	-13.4%	-3.6%	-0.1	3.3%	-16.3%
Cc1ccc(N(CC(=O)NCc2ccco2)C(=O)CCC(=O)Nc2nccs2)cc1C	-0.8%	1.1%	18.6%	53.1%[activator]	-9.3%	-2.1%	0.1	2.7%	-19.4%
Cc1ccc(-n2ncc3c2CC(C)(C)CC3NC(=O)CCn2cncn2)cc1 (stereo unspecified)	1.5%	0.3%	-1.4%	14.4%	-6.5%	2.7%	-3.7	3.6%	2.0%
O=c1[nH][nH]c2cc(=O)n(-c3cccc(C(F)(F)F)c3)nc12	2.8%	-23.4%	15.6%	5.2%	-14.2%	-19.9%	-8.8	13.9%	-15.1%
COc1ccc(Cl)cc1NC(=S)NCCC(c1ccccc1)c1ccccc1	-3.4%	11.7%	3.0%	13.3%	1.7%	-0.3%	16.6	-14.1%	-19.1%
Cn1c(=O)cc(SCC(=O)NCCC2=CCCCC2)c2cc(Cl)ccc21	6.3%[57.1 µM]	-1.6%	11.8%	20.7%	-5.8%	-1.3%	0.0	7.7%[57.1 µM]	-6.1%
Nc1c(C(=O)NCc2cccs2)nnn1CC(=O)Nc1cccc(F)c1	3.5%	3.3%	10.9%	32.6%	-0.1%	1.4%	4.1	17.6%	-19.5%
CCc1cccc(OCCOC(=O)CNS(=O)(=O)c2ccc(NC(C)=O)cc2)c1	-4.6%	3.3%	5.2%	26.6%	-1.5%	-1.2%	0.5	5.4%	-19.9%
COc1ccc(N2CC(NC(=O)NCC(C)C)CC2=O)cc1 (stereo unspecified)	-5.1%	-4.0%	9.8%	37.2%	-4.3%	-3.1%	6.3	-6.6%	-16.0%
CCCCNC(=O)OC1CCS(=O)(=O)C1 (stereo unspecified)	-3.6%	-6.0%	-4.2%	27.8%	4.6%	-1.6%	-8.6	-6.4%	-0.8%
CN(C)CCn1nnc2c(=O)oc3ccccc3c21	0.8%	-0.4%	0.3%	26.7%	-4.1%	-9.7%	4.7	12.1%	-14.7%
N#Cc1c(-c2cccc(F)c2)cc(-c2ccccc2)nc1Br	8.3%	-0.1%	-2.7%	71.3%[activator]	-5.3%	16.0%	2.0	-21.7%	-26.3%
Cc1c(Cl)cccc1NC(=O)c1cc(-c2ccc3c(c2)OCO3)on1	0.2%	-2.7%	-12.5%	5.6%	i	-3.6%	3.4	15.8%	-18.4%
O=C1CC(c2ccco2)CC(O)=C1C=NCC1CCNCC1 (stereo unspecified)	-23.8%[57.1 µM]	-0.2%	0.0%	14.1%	i	-2.5%	-6.4	10.5%[57.1 µM]	-22.1%
Cc1occc1-c1nnc(SCC(=O)c2c(N)n(C3CC3)c(=O)[nH]c2=O)n1C	5.6%	-0.5%	6.4%	42.5%[activator]	i	-6.0%	-2.9	11.1%	-19.8%
NC(=O)Nc1ccccc1C(=O)NCCc1ccccc1	2.0%	2.2%	4.5%	29.1%	-9.9%	-1.8%	2.9	4.8%	-12.7%
Cc1ccccc1NS(=O)(=O)c1ccc(C(=O)NNC(=O)c2ccccc2O)cc1	1.5%	-10.2%	4.2%	31.4%	-7.9%	9.5%	3.9	9.9%	-13.1%
C=CCC(C)(NCc1ccccc1)c1ccccc1 (stereo unspecified)	-7.5%	-1.9%	5.0%	28.3%	4.4%	4.9%	-1.8	-11.0%	-17.1%
O=C(Nc1ccc(-c2noc(-c3cccs3)n2)cc1)c1cccnc1	-5.2%[57.1 µM]	5.7%	1.2%	15.5%	i	-14.7%	5.5	-11.6%	-10.4%
COc1ccc([N+](=O)[O-])cc1N(CC(O)CN1CCCC1)S(=O)(=O)c1ccc(C)cc1 (stereo unspecified)	u	-7.1%	-5.6%	-11.9%	i	-0.8%	-0.6	-21.6%	-18.2%
Cc1c(C(=O)c2cccc([N+](=O)[O-])c2)c2ccccn2c1CCC#N	-4.3%[57.1 µM]	12.6%	3.9%	-10.6%	-1.5%	-18.4%	-0.5	3.3%[57.1 µM]	-8.9%
COC(=O)[C@H](CCSC)NC(=O)Nc1cc(OC)cc(OC)c1	-0.3%	1.2%	-6.5%	13.8%	-1.0%	1.7%	-2.6	0.3%	-21.1%
O=c1[nH]n(-c2ncnc3c2cnn3-c2ccccc2)c(=O)c2ccccc12	2.4%[57.1 µM]	1.3%	-4.0%	33.1%	-4.8%	15.4%	-5.2	-15.8%[57.1 µM]	2.4%
Cn1c(CCNC(=O)c2ccc(F)cc2)nc2ccccc21	-8.5%	1.8%	1.9%	28.1%	-0.6%	u	3.2	-3.7%	-4.0%
Cc1cccc(C)c1OCc1cc(C(=O)N2CCC(c3ccccc3)CC2)no1	-4.1%	5.8%	8.9%	57.0%[activator]	i	-12.2%	2.0	8.6%	-17.4%
O=C(COC(=O)c1ccc2ncsc2c1)Nc1cc([N+](=O)[O-])ccc1Cl	-6.2%	u	0.0%	29.3%	-4.4%	-2.7%	-14.2	-3.8%	-4.4%
c1ccc(-c2csc(N3CCOCC3)n2)cc1	-5.8%	-3.8%	3.3%	-5.2%	-1.7%	-8.6%	-1.7	-7.3%	-13.8%
COc1ccc(-n2c(COc3ccc(C)cc3)nnc2SCC(N)=O)cc1	2.7%[57.1 µM]	2.1%	-0.8%	33.9%	3.6%	-2.1%	-7.9	-7.3%[57.1 µM]	2.8%
CCN1CCN(S(=O)(=O)c2ccc3c(c2)NC(=O)CS3)CC1	4.0%	-4.8%	1.4%	36.8%	i	0.8%	-3.5	24.3%	-25.9%
CCOC(=O)c1cccc(-n2c(C)nc3ccccc3c2=O)c1	-7.3%	-1.0%	9.1%	4.7%	-2.1%	6.6%	1.3	-1.9%	-6.5%
CCC/C=N/NC(=O)c1cc(-c2ccccc2)nc2ccccc12	10.1%[11.4 µM]	4.7%	-0.2%	15.0%	0.1%	15.7%	-0.1	23.8%	5.1%
CC(C)(CO)NC(=O)CCCOc1ccc(Cl)cc1Cl	5.9%	u	0.9%	22.4%	5.8%	-1.7%	6.7	20.3%	-14.3%
NCCCCCC(=O)N/N=C/c1coc2ccccc2c1=O	12.1%[57.1 µM]	0.5%	-10.0%	32.2%	-9.2%	-10.2%	0.5	-5.8%[57.1 µM]	-6.9%
O=C(O)CSc1nnc(COc2cccc3ccccc23)n1Cc1ccccc1	-13.0%	1.4%	-4.4%	25.8%	-1.9%	22.4%	-7.4	-12.1%	-10.7%
COc1cc(OC)c(-c2nn3c(-c4n[nH]c5c4CCC5)nnc3s2)cc1OC	11.6%	19.1%&1.5%	x	13.0%&16.6%[57 µM]	x	x	x	10.6%	x
COCc1cc(C)nc(SC)c1C#N	-4.5%[57.1 µM]	26.1%	-8.0%	29.9%	-2.9%	0.0%	-4.8	-3.8%[57.1 µM]	-19.2%
COc1ccccc1-c1nc(SCC(=O)c2ccccc2)n[nH]1	4.6%	5.4%	18.4%	31.3%	-2.1%	-2.8%	6.0	22.9%	-22.5%
CCOC(=O)N1CCC(NS(=O)(=O)c2ccccc2)CC1	0.4%	7.0%	2.0%	43.8%[activator]	-1.5%	0.0%	-0.4	-8.7%	-18.4%
Cc1ccc(C)c(N(C(=O)CCC(=O)Nc2cc(C)on2)C(C(=O)NC2CCCC2)c2ccco2)c1 (stereo unspecified)	3.0%	3.1%	-15.9%	-8.3%	2.5%	-13.5%	2.1	2.8%	1.3%

# This is a subset (hit frequency here may not be typical).
